Bioassay records as filed in PubChem.
IDH1 mut inh: inhibitors of IDH1 R132H reductase, primary screen, biochemical, plate reader, single point | inhibition, % at 10 µM | 70,000 compounds, 0.18% hits | diaphorase/resazurin fluorescence, 60 min; in the data active = inhibition above about 34%;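 also: 0% = DMSO and 100% = no enzyme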
Target sequence (O75874 whole entry R132H): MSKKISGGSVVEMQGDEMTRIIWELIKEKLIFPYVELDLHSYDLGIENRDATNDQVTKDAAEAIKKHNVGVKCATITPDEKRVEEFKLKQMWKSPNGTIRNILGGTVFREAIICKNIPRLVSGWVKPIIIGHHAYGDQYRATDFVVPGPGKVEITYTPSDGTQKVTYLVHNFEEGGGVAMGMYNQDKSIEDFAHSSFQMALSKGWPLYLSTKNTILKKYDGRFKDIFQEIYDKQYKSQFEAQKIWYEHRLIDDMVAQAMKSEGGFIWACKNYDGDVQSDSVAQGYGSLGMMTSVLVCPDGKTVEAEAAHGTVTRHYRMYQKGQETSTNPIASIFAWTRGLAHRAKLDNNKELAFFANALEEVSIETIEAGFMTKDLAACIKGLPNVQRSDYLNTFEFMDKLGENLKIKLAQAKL
EZH2 inh: EZH2/PRC2 methyltransferase inhibitors, primary screen, biochemical, DELFIA time-resolved fluorescence, single point | PRC2 H3K27 methylation, DELFIA TRF, 1 h | Histone-lysine N-methyltransferase EZH2 (Homo sapiens), Q15910 | AID 651548, 2012 | inhibition, % at 12.5 µM | 57,000 compounds, 0.35% hits;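 active = mean inhibition of replicates at least 50% and every single replicate also reaching 50%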;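 also: dimethyl H3K27 on biotinylated H3 21-44 peptide detected by antibody; plate controls were median neutral control wells for no effect and median positive control wells for full effect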
* hit, by the source's call; · = no result given; & = joins results of further samples. These rows are one share of the data; rates above refer to the full screens.

A first look:
No.	molecule	IDH1 mut inh	EZH2 inh
1	Cc1cc(=O)n2c3ccccc3n(CC(O)CNc3ccccc3)c2c1C#N (centres undefined)	-0.2	-2
2	COc1ccc(C2CC(=O)Oc3cc(O)cc(O)c32)cc1 (centres undefined)	0.1	·

The whole of this part (from the top)
No.	molecule	IDH1 mut inh	EZH2 inh
1	Cc1cc(=O)n2c3ccccc3n(CC(O)CNc3ccccc3)c2c1C#N (centres undefined)	-0.2	-2
2	COc1ccc(C2CC(=O)Oc3cc(O)cc(O)c32)cc1 (centres undefined)	0.1	·
3	CO[C@@H]1CN(C)C(=O)c2cc(NS(=O)(=O)c3cccc(C)c3)ccc2OC[C@@H](C)NC[C@H]1C	0.2	-7
4	COc1cc(OC)cc(-c2nnc(SCC(=O)NC3CC4CCC3C4)o2)c1 (centres undefined)	-0.5	8
5	CC(=O)OCC(=O)[C@@]1(O)CC[C@H]2[C@@H]3CCC4=CC(=O)CC[C@]4(C)[C@H]3[C@@H](O)C[C@@]21C	-0.5	8
6	O=C(C[C@@H]1CC[C@@H](NS(=O)(=O)c2ccc(F)cc2)[C@H](CO)O1)NCc1ccc(Cl)c(Cl)c1	-0.3	5
7	COC(=O)c1cc2cc(O)c(-c3c(O)cc4cc(C(=O)OC)oc(=O)c4c3O)c(O)c2c(=O)o1	-0.1	·
8	CCc1cc(O)c(C)c(O)c1C=O	2.7	0
9	C[C@@H]1CN([C@@H](C)CO)C(=O)Cc2cc(NC(=O)CCC(F)(F)F)ccc2O[C@@H]1CN(C)C	-2.9	0
10	COc1cccc(C(=O)OCc2nc3ccccc3s2)c1	-0.4	53*
11	C[C@H]1CN([C@@H](C)CO)C(=O)Cc2cc(NS(=O)(=O)c3cn(C)cn3)ccc2O[C@H]1CN(C)C(=O)Nc1ccc(C(F)(F)F)cc1	2.0	·
12	C[C@H](CO)N1C[C@H](C)[C@@H](CN(C)C(=O)NC2CCCCC2)Oc2ccc(NC(=O)Cn3cnnn3)cc2CC1=O	0.9	·
13	COCC(=O)N(C)C[C@H]1Oc2cc(C#CCC(C)C)ccc2S(=O)(=O)N([C@H](C)CO)C[C@H]1C	-0.4	-18
14	C[C@H]1CN([C@@H](C)CO)S(=O)(=O)c2ccc(C3=CCCC3)cc2O[C@H]1CN(C)C(=O)C1CC1	·	7
15	Cc1ccc(C(=O)CSc2nnc(-c3ccco3)o2)o1	0.6	-2
16	C[C@@H](NC(=O)C[C@@H]1CC[C@@H](NC(=O)Cc2ccccn2)[C@H](CO)O1)c1ccccc1	0.2	14
17	C[C@@H]1CCCCO[C@H](CN(C)Cc2ccncc2)[C@@H](C)CN([C@@H](C)CO)C(=O)c2cc(NS(=O)(=O)c3cccs3)ccc2O1	5.6	·
18	Cc1ccc(S(=O)(=O)N(C)C[C@H]2Oc3ccc(NC(=O)Nc4ccc(F)cc4)cc3C(=O)N([C@H](C)CO)C[C@@H]2C)cc1	·	-13
19	COC(=O)c1ccc(C(=O)OC)c(NC(=O)COc2cc(C)c(C)cc2C)c1	0.2	-1
20	C[C@@H]1CCCCO[C@H](CN(C)C(=O)Nc2ccc(C(F)(F)F)cc2)[C@H](C)CN([C@@H](C)CO)C(=O)c2cc(NC(=O)NC3CCCCC3)ccc2O1	0.3	·
21	Cc1nnnn1CC(=O)Nc1cccc([N+](=O)[O-])c1	4.3	-6
22	Cc1ccc(-c2cnc3c(c2)C(=O)N([C@H](C)CO)C[C@@H](C)[C@@H](CN(C)C(=O)c2cccc(F)c2)O3)cc1	-7.9	2
23	COc1ccc(CNC(=O)C[C@@H]2C=C[C@@H](NC(=O)c3ccc4c(c3)OCO4)[C@@H](CO)O2)cc1	-0.1	-18
24	Cc1cccc(C)c1NC(=O)C(C)N(c1ccc(Cl)cc1)S(C)(=O)=O (centres undefined)	-0.1	2
25	Cc1cc(C(=O)NCCCn2ccnc2)sc1-c1ccccc1	20	5
26	CC(C)NC(=O)Nc1ccc2c(c1)C(=O)N([C@@H](C)CO)C[C@@H](C)[C@@H](CN(C)S(=O)(=O)c1cccs1)OCCCC[C@H](C)O2	1.0	·
27	COc1ccc(NC(=O)Nc2ccc3c(c2)C(=O)N([C@H](C)CO)C[C@H](C)[C@@H](CN(C)C(=O)Nc2ccc4c(c2)OCO4)OCCCC[C@H](C)O3)cc1	0.5	·
28	CC(C)NC(=O)N(C)C[C@H]1OCCCC[C@H](C)Oc2ccc(NC(=O)C3CCCCC3)cc2C(=O)N([C@@H](C)CO)C[C@@H]1C	2.0	-16
29	Cc1ccc(S(=O)(=O)N(C)C[C@@H]2OCCCC[C@@H](C)Oc3ccc(NC(=O)NC(C)C)cc3C(=O)N([C@H](C)CO)C[C@@H]2C)cc1	-1.1	·
30	C[C@@H]1CN([C@@H](C)CO)C(=O)c2cc(C#Cc3cccc(F)c3)cnc2O[C@H]1CN(C)C(=O)c1ccccc1F	0.5	-33
31	C[C@@H]1CN([C@@H](C)CO)C(=O)c2cc(NC(=O)NC3CCCCC3)ccc2O[C@H]1CN(C)C	·	-5
32	C[C@@H]1CN([C@@H](C)CO)S(=O)(=O)c2ccc(/C=C/c3ccccc3)cc2O[C@H]1CN(C)C(=O)Nc1ccc(F)cc1	-0.2	-2
33	COCC(=O)Nc1ccc2c(c1)OC[C@H](C)N(C(=O)c1ccccn1)C[C@@H](C)[C@H](OC)CN(C)C2=O	·	1
34	Cc1ccc(S(=O)(=O)N(C)C[C@H]2Oc3cc(C#Cc4ccncc4)ccc3S(=O)(=O)N([C@@H](C)CO)C[C@@H]2C)cc1	-3.1	-2
35	Cc1cccc(CN(C)C[C@@H]2OCc3cn(nn3)CCCC(=O)N([C@H](C)CO)C[C@@H]2C)c1	1.6	6
36	CC(C)NC(=O)Nc1cccc2c1O[C@@H](CN(C)S(=O)(=O)c1ccc(F)cc1)[C@H](C)CN([C@H](C)CO)C2=O	-0.4	-9
37	C[C@H](CO)N1C[C@H](C)[C@H](CN(C)S(=O)(=O)c2cccs2)Oc2c(NC(=O)Nc3cccc4ccccc34)cccc2C1=O	2.1	·
38	C[C@H](CO)N1C[C@H](C)[C@H](CN(C)C(=O)CN(C)C)Oc2cc(C#CC(C)(C)O)ccc2S1(=O)=O	-0.2	13
39	C[C@H](CO)N1C[C@H](C)[C@H](CN(C)Cc2ccc(Cl)c(Cl)c2)Oc2ccc(NS(=O)(=O)c3ccccc3)cc2C1=O	0.0	·
40	C[C@@H]1CN([C@@H](C)CO)S(=O)(=O)c2ccc(/C=C/c3ccccc3)cc2O[C@H]1CN(C)C(=O)c1ccccc1	0.6	·
41	C[C@H]1CN([C@@H](C)CO)C(=O)c2cc(C#CCN(C)C)cnc2O[C@H]1CN(C)Cc1cccc(F)c1	-2.2	-2
42	COc1ccc(-c2cc(C(F)(F)F)nc(SCC(=O)Nc3ccc4c(c3)CCC4)n2)cc1OC	-0.4	-14
43	C[C@H]1CN([C@@H](C)CO)S(=O)(=O)c2ccc(C3=CCCCC3)cc2O[C@@H]1CN(C)C(=O)CC1CC1	·	0
44	Cc1ccccc1S(=O)(=O)NCC[C@@H]1CC[C@@H](NC(=O)Nc2cccc(Cl)c2)[C@H](CO)O1	-0.1	-5
45	O=C(NCC[C@H]1CC[C@H](NS(=O)(=O)c2cccc(F)c2)[C@@H](CO)O1)Nc1cc(F)ccc1F	0.3	33
46	C[C@@H]1CCCCO[C@@H](CN(C)Cc2ccc(Cl)c(Cl)c2)[C@H](C)CN([C@@H](C)CO)C(=O)c2cc(N(C)C)ccc2O1	-1.6	·
47	CCC(=O)N(C)C[C@@H]1Oc2ncc(-c3ccccc3C)cc2C(=O)N([C@H](C)CO)C[C@H]1C	0.3	·
48	C[C@H](CO)N1C[C@H](C)[C@H](CN(C)Cc2ccncc2)Oc2ccc(NC(=O)C3CC3)cc2CC1=O	·	1
49	CNC[C@@H]1Oc2ncc(/C=C/c3ccccc3)cc2C(=O)N([C@H](C)CO)C[C@H]1C	-0.7	-14
50	COc1ccccc1C(=O)Nc1ccc2c(c1)C(=O)N(C)C[C@@H](OC)[C@@H](C)CN(CC1CC1)[C@@H](C)CO2	-0.1	2
51	O=C(O)/C=C/C(=O)N(Cc1ccccc1)Cc1ccccc1	0.2	-2
52	C[C@@H]1CN([C@@H](C)CO)C(=O)c2cc(C3=CCCC3)cnc2O[C@@H]1CN(C)C(=O)CN(C)C	-0.2	5
53	CC(=O)c1cccc(NC(=O)C2CCCN(S(=O)(=O)c3ccccc3)C2)c1 (centres undefined)	-0.4	9
54	O=S(=O)(N[C@H]1CC[C@H](CCn2cc(-c3ccccn3)nn2)O[C@H]1CO)c1cccc(F)c1	-0.5	-1
55	Cc1noc(C)c1S(=O)(=O)Nc1ccc2c(c1)CC(=O)N([C@H](C)CO)C[C@@H](C)[C@@H](CN(C)Cc1ccccc1)O2	·	11
56	NC(Cc1ccc(Cl)cc1)C(=O)O (centres undefined)	1.0	·
57	CCC(=O)Nc1ccc2c(c1)OC[C@H](C)N(C(=O)COC)C[C@@H](C)[C@@H](OC)CN(C)C2=O	0.2	9
58	CC(=O)Nc1ccc(NC(=O)CN(C)S(=O)(=O)c2ccc(Br)cc2)cc1	-0.5	13
59	C[C@H](CO)N1C[C@H](C)[C@@H](CN(C)C(=O)NC2CCCCC2)Oc2ccc(NC(=O)C3CC3)cc2CC1=O	0.5	·
60	C[C@@H]1CN([C@H](C)CO)C(=O)c2cccc(NC(=O)Nc3ccc(F)cc3)c2O[C@H]1CN(C)Cc1ccccc1	0.6	-5

Profiles from above. Values in the order: IDH1 mut inh, EZH2 inh
Cc1noc(C)c1S(=O)(=O)Nc1ccc2c(c1)CC(=O)N([C@H](C)CO)C[C@@H](C)[C@@H](CN(C)Cc1ccccc1)O2 across the screens: ·, 11
O=C(O)/C=C/C(=O)N(Cc1ccccc1)Cc1ccccc1 across the screens: 0.2, -2
C[C@@H]1CN([C@H](C)CO)C(=O)c2cccc(NC(=O)Nc3ccc(F)cc3)c2O[C@H]1CN(C)Cc1ccccc1 across the screens: 0.6, -5
CC(=O)Nc1ccc(NC(=O)CN(C)S(=O)(=O)c2ccc(Br)cc2)cc1 across the screens: -0.5, 13
C[C@H]1CN([C@@H](C)CO)S(=O)(=O)c2ccc(C3=CCCCC3)cc2O[C@@H]1CN(C)C(=O)CC1CC1 across the screens: ·, 0

More entries.
No.	molecule	IDH1 mut inh	EZH2 inh
61	O=C(N[C@@H]1CC[C@H](CCn2cc(C3CCCCC3)nn2)O[C@H]1CO)c1cccnc1	0.1	2
62	C[C@H]1CN([C@@H](C)CO)C(=O)c2cc(NC(=O)Cc3cn(C)c4ccccc34)ccc2O[C@H]1CN(C)C(=O)Nc1ccccc1	-19	-10
63	Cc1ccc(S(=O)(=O)Nc2ccc3c(c2)C(=O)N([C@@H](C)CO)C[C@@H](C)[C@@H](CN(C)C(=O)NC(C)C)OCCCC[C@H](C)O3)cc1	-7.8	·
64	C[C@H]1CCCCO[C@H](CN(C)C(=O)Nc2ccccc2)[C@@H](C)CN([C@@H](C)CO)C(=O)c2cc(NC(=O)CCC(F)(F)F)ccc2O1	1.2	·
65	C[C@@H]1CN([C@H](C)CO)C(=O)c2cc(NS(=O)(=O)c3ccccc3)ccc2O[C@@H]1CN(C)S(=O)(=O)c1ccccc1	-2.5	·
66	C[C@@H]1CN([C@@H](C)CO)C(=O)CCCn2nncc2CO[C@@H]1CN(C)Cc1ccc(C(=O)Nc2ccccc2N)cc1	·	-2
67	C[C@H](CO)N1C[C@H](C)[C@H](CN(C)Cc2ccc(C(F)(F)F)cc2)Oc2ccc(NC(=O)Cc3ccccc3)cc2C1=O	·	0
68	CCOC(=O)C1=C(C)Nc2ncnn2C1c1ccco1 (centres undefined)	-0.1	·
69	COCC#Cc1ccc2c(c1)O[C@H](CN(C)S(=O)(=O)c1ccc(C)cc1)[C@@H](C)CN([C@H](C)CO)S2(=O)=O	0.4	·
70	Cc1ccccc1-c1ccc2c(c1)O[C@@H](CN(C)C(=O)Nc1ccc(F)cc1)[C@@H](C)CN([C@H](C)CO)S2(=O)=O	-1.2	-26
71	Cc1noc(C)c1NC(=O)N(C)C[C@@H]1Oc2ccc(NS(=O)(=O)c3c(C)noc3C)cc2CC(=O)N([C@@H](C)CO)C[C@H]1C	-0.4	·
72	C[C@]12CCC[C@](C)(C(=O)O)C1CCC13C=C(CO)C(CCC12)C3 (some centres undefined)	0.5	-8
73	CN(C(=O)CSc1nnc(N)s1)c1ccccc1	-0.4	-10
74	O=C1c2ccccc2C(=O)N1CCCSc1nccn1-c1cc(Cl)ccc1Cl	-0.4	35
75	Cc1ccc(N(C(C)C(=O)Nc2cccc(Cl)c2Cl)S(C)(=O)=O)cc1 (centres undefined)	-0.2	9
76	COc1ccc(S(=O)(=O)N[C@H]2C=C[C@@H](CC(=O)N3CCC(Cc4ccccc4)CC3)O[C@@H]2CO)cc1	-0.5	-20
77	Cc1nn(CC(=O)Nc2ccc(C(C)C)cc2)c(C)c1[N+](=O)[O-]	-0.2	-4
78	O=C(Nc1ccc2c(c1)[C@@H]1C[C@@H](CC(=O)N3CCOCC3)O[C@H](CO)[C@@H]1O2)C1CCC1	0.1	-18
79	C[C@@H]1CCCCO[C@@H](CN(C)Cc2ccncc2)[C@@H](C)CN([C@@H](C)CO)C(=O)c2cc(NC(=O)CCC(F)(F)F)ccc2O1	2.1	0
80	C[C@H](CO)N1C[C@H](C)[C@H](CN(C)C(=O)NC2CCCC2)Oc2ncc(Br)cc2C1=O	14&-4.6	13&3
81	Cc1c(Cl)cccc1NC(=O)CN1CCC(C(N)=O)(N2CCCCC2)CC1	4.8	·
82	CNC[C@H]1Oc2ccc(NC(=O)Nc3ccc(F)cc3)cc2C(=O)N([C@@H](C)CO)C[C@H]1C	3.2	·
